Bioassay records deposited in PubChem by National Center for Advancing Translational Sciences (NCATS).
hERG WT inh – KCNH2 (human, wildtype) channel inhibition; Q12809; activity change, % at 1.84 µM; U2OS, BacMam KCNH2, thallium flux FluxOr; active compounds read low; 340,000 compounds, 0.37% hits;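 active = maximum activity change below -70%; inconclusive = maximum activity change between -70% and -50%; inactive = maximum activity change above -50%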; note: % is set by controls: 0 for no effect and ±100 for the full control effect
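U2OS cells transduced with wild-type KCNH2 virus are loaded with FluxOr dye for 45 min, and thallium flux is measured in kinetic reads before and after stimulation buffer. Rate constants are normalized to DMSO controls.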
Eya2 phos inh – inhibitors of human Eya2 phosphatase activity; 330,000 compounds, 0.006% hits; recombinant Eya2, OMFP fluorescence dephosphorylation (OMFP is methylfluorescein phosphate); O00167; Potency, µM (titrated, usually from 76.9 µM), inactives show at the highest dose activity, negative = inhibition, most hits filed as inhibitors; note: potency is the fitted concentration of half-maximal effect; % is set by controls: 0 for no effect and ±100 for the full control effect
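Eya2 protein (added as 0.2 uM solution) was preincubated with compound for 10 min at ambient temperature in 50 mM HEPES pH 7.5, 50 mM NaCl, 5 uM MgCl2, 0.05% BSA, 1 mM DTT. OMFP (added at 50 uM) then reacted 10 min; fluorescence read at 485/525 nm.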
Menin-MLL TR inh – menin-MLL binding inhibition, Texas Red mutant peptide; O00255; Menin + Texas Red MLL mutant peptide, fluorescence polarization; Potency, µM (doses to about 61.6 µM), for inactives: top-dose FP activity change, negative = inhibition, actives largely listed as inhibitors; 270,000 compounds, 0.23% hits; active = well fitted inhibition curve with a large enough effect in the polarisation, with a control signal flat, not every such curve was filed as active; inconclusive = small, poorly fitted or top-dose-only effect, or effect the other way, or a change in a side signal; inactive = no such curve, though single readings can be large or run the other way; the % refers to the polarisation; note: potency is the fitted concentration of half-maximal effect; % of control where 0% means no effect; many of its hits are not listed in these tables
PKM2 activator – PKM2 (human) enzyme activation; AID 1631; 260,000 compounds, 0.34% hits; purified PKM2, Kinase-Glo ATP luminescence, activation; response scale: 0% is enzyme alone, no compound; Potency, µM (top dose mostly 57.5 µM), for inactives: at the top dose activation, usual class: activators; P14618; note: potency is the fitted concentration of half-maximal effect; % is set by controls: 0 for no effect and ±100 for the full control effect; nearly all actives have a fitted effect of over 55% in size
Target sequence (P14618 whole entry, looked up): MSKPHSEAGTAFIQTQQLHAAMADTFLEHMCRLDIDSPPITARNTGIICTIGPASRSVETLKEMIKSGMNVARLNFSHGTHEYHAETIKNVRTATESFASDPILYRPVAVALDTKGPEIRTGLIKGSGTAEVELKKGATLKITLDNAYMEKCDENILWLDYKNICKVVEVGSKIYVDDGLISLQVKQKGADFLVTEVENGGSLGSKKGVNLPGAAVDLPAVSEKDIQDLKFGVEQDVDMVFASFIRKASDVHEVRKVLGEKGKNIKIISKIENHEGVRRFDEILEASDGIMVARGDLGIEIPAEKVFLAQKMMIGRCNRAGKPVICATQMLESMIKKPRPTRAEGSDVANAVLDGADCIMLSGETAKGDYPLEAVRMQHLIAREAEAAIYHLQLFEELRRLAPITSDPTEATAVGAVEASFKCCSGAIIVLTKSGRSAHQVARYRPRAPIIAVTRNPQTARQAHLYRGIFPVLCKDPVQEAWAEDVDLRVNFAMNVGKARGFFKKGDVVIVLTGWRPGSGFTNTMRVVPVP
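hPK-M2, >95% pure; 0.1 mM ADP / 0.5 mM PEP final; imidazole pH7.2 buffer w/ 7 mM MgCl2, 50 mM KCl; 1 h RT; Kinase-Glo lum. Intermediate enzyme activity for dual inhibitor/activator qHTS.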
USP2a block – blocks human ubiquitin-specific protease USP2a; USP2 core, Ub-CHOP2 coupled fluorogenic reporter, 485/531; Potency, µM (titrated, usually from 38.3 µM), for the others: at the top dose activity change, negative = inhibition, usual class: inhibitors; 330,000 compounds, 0.01% hits;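 note: potency is the fitted concentration of half-maximal effect; plate controls were DMSO wells for no effect and full inhibition by NEM control for full effect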
Target sequence (O75604 whole entry, looked up): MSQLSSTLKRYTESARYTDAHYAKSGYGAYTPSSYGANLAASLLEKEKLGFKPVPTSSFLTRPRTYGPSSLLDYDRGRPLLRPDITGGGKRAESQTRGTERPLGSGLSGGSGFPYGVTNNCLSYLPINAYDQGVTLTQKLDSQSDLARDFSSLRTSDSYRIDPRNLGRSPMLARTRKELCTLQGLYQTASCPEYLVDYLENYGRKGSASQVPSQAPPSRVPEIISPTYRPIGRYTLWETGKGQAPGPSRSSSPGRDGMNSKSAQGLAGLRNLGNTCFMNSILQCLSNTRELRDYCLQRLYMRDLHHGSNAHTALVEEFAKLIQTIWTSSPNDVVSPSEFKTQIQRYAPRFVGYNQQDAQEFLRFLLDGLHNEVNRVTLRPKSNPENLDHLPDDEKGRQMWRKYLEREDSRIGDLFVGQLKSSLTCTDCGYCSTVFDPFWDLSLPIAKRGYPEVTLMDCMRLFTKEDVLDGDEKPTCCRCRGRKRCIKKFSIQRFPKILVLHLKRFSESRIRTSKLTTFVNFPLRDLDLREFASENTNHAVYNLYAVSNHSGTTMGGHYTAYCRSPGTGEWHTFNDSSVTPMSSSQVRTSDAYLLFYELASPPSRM
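USP2 core (10nM final) preincubated 30min RT with compound in 20mM Tris-HCl pH 8.0, 2mM CaCl2, 2mM beta-mercaptoethanol, 0.05% CHAPS; 25nM Ub-CHOP2 plus 25nM reporter substrate added, fluorescence (Ex485/Em531) read after 60min.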
S-ASM inh – blocks human secretory acid sphingomyelinase; P17405; placental ASM, HMU-PC fluorogenic substrate, 60 min; Potency, µM (top dose mostly 57.5 µM), for the others: top-dose activity change, negative = inhibition, usual class: inhibitors; 340,000 compounds, 0.006% hits; AID 504937; note: potency is the fitted concentration of half-maximal effect
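HMU-PC0 cleavage (9 uM final) by human placental ASM, 60 min at 37 °C following 10 min compound exposure at RT; stopped at pH 10, fluorescence Ex 386/Em 447 nm.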
Mito fusion yeast – blocks mitochondrial division or promotes mitochondrial fusion | S. cerevisiae fusion-defective mutant growth rescue, CellTiterGlo 48 h | Potency, µM (series often up to 46.1 µM), without a hit: at the top dose growth rescue (activation), actives largely listed as activators | 320,000 compounds, 0.23% hits;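 note: potency is the fitted concentration of half-maximal effect; % of control where 0% means no effect; nearly all actives have a fitted effect of over 45% in size; temperature-sensitive fusion mutants such as fzo1-1 at 37 °C on non-fermentable ethanol glycerol medium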
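Read-out: ATP-based luminescence (CellTiterGlo, 10 min ambient) reporting growth of fusion-defective ts yeast after 48 hours at 37C on glycerol/ethanol YPEG medium in the presence of compound.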
Chronic BCR inh – blocks chronic active B-cell receptor signaling. ABC-DLBCL IkBa-CBG/CBR reporter, luminescence ratio, 4 h. Potency, µM (series often up to 46.1 µM), without a hit: at the top dose ratio change, negative = lower green/red ratio, usual class: inhibitors. 340,000 compounds, 0.05% hits; active = well fitted inhibition curve with a large enough effect in the signal ratio, with a control signal flat, not every such curve was filed as active; inconclusive = small, poorly fitted or top-dose-only effect, or effect the other way, or a change in a side signal; the % refers to the signal ratio;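 note: potency is the fitted concentration of half-maximal effect; plate controls were basal doxycycline-induced cells for no effect and cells given 10 µM MG132 for full effect; MG132 reads +100%, hits lower the ratio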
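TMD8 human ABC-DLBCL cells with doxycycline-inducible IκBα–green luciferase fusion and unfused red luciferase, in 0.5% FBS medium; compounds up to 46 uM, 4 h at 37C. Green/red luminescence ratio, filter-overlap corrected, fitted to concentration-response curves.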
GALK inhibitor – blocks human galactokinase activity; Purified GALK, Kinase-Glo residual ATP luminescence; Potency, µM (series often up to 57.5 µM), for the others: at the top dose activity change, negative = inhibition, actives largely listed as inhibitors; 270,000 compounds, 0.007% hits; note: potency is the fitted concentration of half-maximal effect; % is set by controls: 0 for no effect and ±100 for the full control effect
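ATP-depletion format; final 35 uM ATP, 100 uM D-galactose, 5 nM enzyme; pH 8.0 HEPES/Mg2+ buffer; 60 min RT; luminescence read 10 min after detection reagent.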
MBNL1 CUG block – blocks human MBNL1 binding to CUG repeat RNA. TR-FRET MBNL1-His/biotin-(CUG)12 binding, 665/545 ratio. Q9NR56. Potency, µM (top dose mostly 57.5 µM), without a hit: at the top dose activity change, negative = inhibition, usual class: inhibitors. 280,000 compounds, 0.036% hits. AID 2675; active = well fitted inhibition curve with a large enough effect in the signal ratio, with a control signal flat, not every such curve was filed as active; inconclusive = small, poorly fitted or top-dose-only effect, or effect the other way, or a change in a side signal; inactive = no such curve, though single readings can be large or run the other way; the % refers to the signal ratio; note: potency is the fitted concentration of half-maximal effect; % is set by controls: 0 for no effect and ±100 for the full control effect
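Inhibition of protein-RNA binding appears as loss of TR-FRET between terbium anti-His antibody on MBNL1-His and streptavidin-XL665 on biotin-(CUG)12. Activity is normalized to buffer-only and uninhibited-complex controls.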
TSHR antagonist – blocks TSH signaling through the human TSH receptor. 330,000 compounds, 0.2% hits. TSHR-expressing cells, TSH-stimulated cAMP HTRF, 2 h; active compounds read low. activity change, negative = inhibition, % at 11.5 µM. P16473;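 active = activity change below a set negative limit, meaning inhibition stronger than a set level, cut at about -70% in these data; inconclusive = activity change between two set negative limits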; note: % is set by controls: 0 for no effect and ±100 for the full control effect
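TSHR-expressing cells were treated with compounds, then stimulated with TSH at EC80 (4nM final) for 2 hours at 37 deg C. Cellular cAMP was measured by HTRF competition between lysate cAMP and cAMP-d2 for a cryptate-labelled anti-cAMP antibody.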
Active calls of the source: *; i = inactive; ? = inconclusive; · = not tested or not shown; & = joins results of further samples; [ ] = remark or other dose. Unless noted, calls come from the whole dose curve; as a rule, active = well fitted curve in the direction sought with a large enough effect; inconclusive = small, poorly fitted or top-dose-only effect, or another doubt; inactive = no such curve, though single readings can be large; an effect the other way counts as inactive or inconclusive.

SMILES	hERG WT inh	Eya2 phos inh	Menin-MLL TR inh	PKM2 activator	USP2a block	S-ASM inh	Mito fusion yeast	Chronic BCR inh	GALK inhibitor	MBNL1 CUG block	TSHR antagonist
COc1ccc(N2C(=O)CC(N3CCN(c4ccc(S(=O)(=O)N5CCCC5)cc4)CC3)C2=O)cc1 (stereo not drawn)	4	6%	-7%	-1%	0%	-6%	2%	3%	0%	0%	2
CCN(CC(=O)NCc1ccc(Cl)cc1)C(=O)CSCC(=O)Nc1ccc(OC)cc1	-11	-16%	·	·	-1%	-5%	3%	0%	·	·	-2
COc1ccc(C(CCN2CCCC2)c2c(O)cc(OC)cc2OC)cc1 (stereo not drawn)	·	0%	-21%	0%	0%	2%	-10%	-5%	-1%	-7%	15
CCCCn1c(SCC(=O)c2ccc(OCC)cc2)nc2cc(S(N)(=O)=O)ccc21	-1	-25%	-1%	23%	2%	-3%	-3%	-18%	-1%	24%	-1
COc1ccc(Br)c(C(=O)Nc2ccc(F)cc2)c1	-3	-9%	·	-9%	1%	3%	-7%	?	0%	-2%	2
CCCn1c(=O)n(C)c(=O)c2c(SCC(=O)NC34CC5CC(CC(C5)C3)C4)nc(CC(C)C)nc21	-8	2%	-20%	0%	0%	-26%	0%	-1%	2%	-1%	-1
CCc1sc(C(=O)Nc2nccs2)cc1C	3	-26%	?	·	-2%	-12%	-5%	?	-2%	7%	-12
CN(CCO)CC(O)CN(c1ccccc1)c1ccccc1 (stereo not drawn)	2	6%	·	-16%	1%	-2%	-5%	11%	0%	-5%	15
COc1ccc(-c2cc3nc(-c4ccccc4)cc(N4CCCC(O)C4)n3n2)cc1 (stereo not drawn)	-11	10%	52%[activator]	-6%	2%	i	?	-6%	5%	6%	-1
Cc1ccc(CNC(=O)C2CCCN(Cc3cnn(-c4ccccc4)c3-n3cccc3)C2)cc1 (stereo not drawn)	37	2%	?	-2%	-1%	1%	2%	?	-1%	-5%	20
CCn1ccnc1CN(C)C(=O)c1cc(COc2ccc(Cl)cc2OC)on1	9	4%	·	0%	3%	-1%	-2%	3%	-3%	-7%	-43
FC(F)(F)c1ccc(C2[C@H]3CN(Cc4cccnc4)[C@H](c4ccccc4)C34CC2(c2ccccc2)C4)cc1 (stereo partly drawn)	1	-7%	1%	-2%&-11%	-9%	-4%	-19%	1%	-1%	8%	0
O=C(CCNS(=O)(=O)c1ccc(Br)cc1)NC1CCCCC1	2	-16%	-3%	2%	0%	-2%	6%	1%	0%	-9%	35
O=C(NCCN1CCOCC1)c1c[nH]c2ccc(S(=O)(=O)N3CCOCC3)cc2c1=O	-18	-11%	-1%	4%	2%	-3%	-4%	-1%	·	-9%	-1
Cc1cc(C(=O)N/N=C/c2ccc(-c3ccc([N+](=O)[O-])cc3Cl)o2)n[nH]1	-7	-2%	?	?	-1%	0%	-2%	-1%	1%	?	-13
CC(Sc1ccc(Cl)cc1)C(=O)Nc1ccccc1C(=O)N1CCOCC1 (stereo not drawn)	7	-23%	-5%	0%	1%	-1%	-1%	?	1%	0%	3
Cn1cc(/C=C(\NC(=O)c2ccccc2)C(=O)NCCCN2CCOCC2)c2ccccc21	11	0%	·	·	1%	-1%	-4%	-23%	7%	?	-6
Cc1cccc(OCc2nnc(SC(C)C(=O)O)n2Cc2ccccc2)c1 (stereo not drawn)	i	18%	-2%	-20%	-2%	1%	5%	?	-1%	0%	-2
CC1CCCN(S(=O)(=O)c2ccc(-c3ccc(=O)[nH]n3)o2)C1 (stereo not drawn)	-1	-8%	·	·	0%	1%	5%	2%	0%	-3%	39
CCc1ccc(NC(=O)CS(=O)CC(=O)NC(C)CCc2ccco2)cc1 (stereo not drawn)	1	2%	16%	-2%	0%	4%	-2%	2%	0%	3%	12
COc1ccc(C(=O)c2c3ccc([N+](=O)[O-])cc3[n+]([O-])n2CCCN)cc1	37	-1%	·	·	0%	-6%	12%	?	·	·	5
CC(C)(c1ccccc1)c1ccc(OCCCN2CCNCC2)cc1	1	-5%	?	12%	-14%	-3%	-38%[inhibitor]	?	-3%	2%	26
O=C(CCN1CCN(c2ccccc2)CC1)Nc1nccs1	-2	10%	-11%	-10%	3%	-2%	-4%	17%	1%	-6%	13
CCOC(=O)c1c(C)nc2sccn12	12	-6%	1%	0%	-1%	3%	-1%	-1%	-1%	-9%	-2
CC(C)(C)C1CCc2sc(-c3nnc(CCl)o3)cc2C1 (stereo not drawn)	-3	-4%	-12%	-2%	1%	2%	-28%	?	-4%	3%	1

Other compounds.
SMILES	hERG WT inh	Eya2 phos inh	Menin-MLL TR inh	PKM2 activator	USP2a block	S-ASM inh	Mito fusion yeast	Chronic BCR inh	GALK inhibitor	MBNL1 CUG block	TSHR antagonist
Cc1cc(NC(=O)c2ccc(Cl)cc2)no1	2	-3%	25%	-4%	2%	1%	-5%	10%	0%	-2%	-3
COc1cc(OC)c(C(=O)OCC(=O)c2cc(C)n(CC3CCCO3)c2C)cc1OC (stereo not drawn)	1	8%	?	1%	1%	3%	-7%	-1%	6%	3%	-5
Cc1ccc2nc(C)cc(N/N=C/c3cccnc3)c2c1	-1	-2%	19%	6%	4%	8%	-2%	-12%	0%	-3%	-1
O=c1[nH]c(/C=C\c2cccc(Cl)c2)nc(O)c1[N+](=O)[O-]	-1	12%	48%[activator]	1%	4%	-15%	-1%	0%	·	-10%	-3
Cc1ccccc1CC(=O)N1CCCC(CCC(=O)N2CCN(c3ccccn3)CC2)C1 (stereo not drawn)	3	1%	?	4%	-1%	4%	7%	?	0%	-9%	-23
COc1ccc(Br)cc1CN1CCCCCCC1	8	-4%	14%	-4%	-1%	-1%	-9%	6%	0%	16%	11
O=C(CNc1ccccc1)N/N=C/c1ccc([N+](=O)[O-])cc1	-8	-6%	5%	9%	2%	-8%	7%	?	1%	?	-1
CCOC(=O)[C@@H]1[C@H]2COc3cc(OC)ccc3[C@@H]2N2C(=O)N(c3ccc(C)cc3)C(=O)[C@@]12C	-3	2%	5%	3%	1%	-3%	0%	10%	·	-5%	9
CCS(=O)(=O)N1CCN(c2c(Cl)cccc2[N+](=O)[O-])CC1	-2	6%	-23%	-1%	2%	-3%	2%	0%	-2%	26%	-2
CCOc1ccc(-c2cc(C(=O)N3CCN(C)CC3)c3ccccc3n2)cc1	13	6%	4%	-26%	0%	39%[activator]	-2%	0%	1%	-5%	5
Nc1ccc[n+](CC(=O)c2ccccc2)c1	0	10%	4%	0%	-2%	0%	0%	-1%	-1%	13%	6
O=C(CSc1ccccn1)N1CCCC(Nc2ccccc2)C1 (stereo not drawn)	-3	5%	-2%	5%	1%	3%	-2%	-2%	·	1%	-5
CC1CCCN(C(=O)CSc2nnc(-c3ccc(S(=O)(=O)N4CCOCC4)cc3)n2C)C1 (stereo not drawn)	-11	1%[15.4 µM]	-2%	6%	1%	-2%	1%	?	0%	-3%	-1
Cc1cc(C)c2nc(N3CCCC(C(=O)N4CCN(c5ncccn5)CC4)C3)sc2c1 (stereo not drawn)	5	10%	?	0%	2%	-22%	-1%	7%	3%	9%	6
CCCC(C(=O)NC1CCCC1)N(C(=O)c1snc(C(N)=O)c1N)c1ccc(F)cc1 (stereo not drawn)	-1	-2%	-5%	6%	3%	254%[activator]	0%	-10%	8%	15%	1
COC(=O)CN(C)C(=O)c1ccc(OC2CCN(S(=O)(=O)N(C)C)CC2)cc1	-3	-22%	0%	2%	-3%	0%	2%	-7%	1%	-9%	-12
Cc1ccc(S(=O)(=O)CCc2nc3ccccc3n2CCC#N)cc1	-2	-5%	8%	-3%	10%	3%	-9%	1%	0%	-1%	-8
CCOC(=O)CNC(=O)c1ccccc1	6	-4%	?	-8%	1%	1%	0%	?	-3%	-15%	-1

A portion of the library. The share of hits here may be higher or lower than overall.
